KDM4C inh: inhibitors of human demethylase GASC-1 KDM4C; GST-KDM4C 2-372, H3K9me3 peptide, LANCE TR-FRET; inhibition, % at 12.5 µM; 96,000 compounds, 0.15% hits; AID 720574;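 active = mean replicate inhibition above about 25%, with at least 55% of replicates also reaching it, limit read from the data, passing the limit was not always enough; inconclusive = only one of those two conditions met; inactive = neither condition met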
Target sequence (Q9H3R0 2-372 limits assumed): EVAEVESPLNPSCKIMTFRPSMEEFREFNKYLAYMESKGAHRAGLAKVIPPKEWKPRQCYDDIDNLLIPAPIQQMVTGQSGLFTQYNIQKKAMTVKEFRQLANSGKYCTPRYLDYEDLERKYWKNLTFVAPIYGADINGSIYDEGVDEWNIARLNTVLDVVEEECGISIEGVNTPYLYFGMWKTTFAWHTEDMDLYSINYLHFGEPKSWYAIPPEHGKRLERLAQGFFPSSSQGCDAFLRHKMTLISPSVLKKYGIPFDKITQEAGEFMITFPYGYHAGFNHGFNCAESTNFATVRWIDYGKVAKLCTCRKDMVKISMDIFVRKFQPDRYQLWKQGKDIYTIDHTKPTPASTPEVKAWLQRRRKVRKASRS
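reagent = H3K9me3 peptide substrate, Fe(II), 2-oxoglutarate | system = GST-tagged GASC-1 (JMJD2C) catalytic fragment, aa 2-372 | amount = enzyme final amount 10 nM | read-out = Fall in 671/618 emission ratio as inhibition | medium = HEPES buffer, pH 7.5, plus ascorbate | schedule = 30 min reaction, 60 min detection, RT | measured by = LANCE TR-FRET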
Pf Dd2 growth: blocks growth of Plasmodium falciparum Dd2 parasites. activity change, % at 10 µM. 94,000 compounds, 2.3% hits. AID 1159554. P. falciparum Dd2 growth, SYBR Green, 72 h; active compounds read low; in the data active = activity change below about -80%; inconclusive = no clear call, values can overlap the other calls
Tcruzi prolif: inhibitors of T. cruzi proliferation | T. cruzi beta-gal in NIH3T3, GalScreen luminescence, 90 h | inhibition, % at 8.34 µM | 77,000 compounds, 5.9% hits;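 active = mean inhibition above about 93%, with at least 55% of replicates each passing it, limit read from the data, passing the limit was not always enough; inconclusive = only one of those two conditions holds; inactive = neither condition holds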
C diff HTS: inhibitors of Clostridium difficile growth | 86,000 compounds, 0.25% hits | growth activity, negative = inhibition, % at 16 µg/mL (by protocol) | Clostridium difficile clinical isolate growth, OD600, 24 h; active compounds read low;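 active = mean growth activity at or below -80% and every replicate also at or below -80%; inconclusive = mean at or below -80% but some replicate above -80%; inactive = mean growth activity above -80%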;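 note: 0% = DMSO wells and -100% = levofloxacin 16 µg/mL wells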
* = called active by the depositor; ? = inconclusive; . = not tested or not shown; & = joins results of further samples; ! = not active in a repeat. This is a random part of the collection (roughly 6.7% active in at least one column).

SMILES	KDM4C inh	Pf Dd2 growth	Tcruzi prolif	C diff HTS
Cc1ccc(OC(=O)N(C)C[C@@H]2OCc3cn(nn3)CCCC(=O)N([C@@H](C)CO)C[C@H]2C)cc1	-1.2	9.0&23.1	33.0&2.6	-1.8&0.6
C[C@@H]1CN([C@H](C)CO)C(=O)c2cccc(NC(=O)c3ccc(-c4nccs4)cc3)c2O[C@H]1CN(C)Cc1ccncc1	-1.1	-35.1	.	2.5&-0.5
C[C@@H](NC(=O)C[C@@H]1CC[C@@H]2[C@H](COc3ccc(NS(=O)(=O)c4ccc(Cl)cc4)cc3C(=O)N2C)O1)c1ccccc1	-0.1	-14.9	73.3	-3.6
CNC(=O)C[C@@H]1CC[C@H]2[C@H](COc3ccc(NC(=O)Nc4ccc(F)c(F)c4)cc3C(=O)N2C)O1	-0.5	-3.5	-12.8	-2.8
O=C(C[C@@H]1C[C@H]2c3cc(NC(=O)Nc4ccc(C(F)(F)F)cc4)ccc3O[C@H]2[C@@H](CO)O1)NCc1ccc(Cl)cc1	-0.2	-3.6	?	.
C[C@H](CO)N1C[C@H](C)[C@H](CN(C)Cc2ccc(C(F)(F)F)cc2)Oc2ccc(NC(=O)CCCN(C)C)cc2C1=O	-0.2	12.2	59.4	4.4
COc1ccc(CN(C)C[C@@H]2OCCCC[C@H](C)Oc3ccc(NC(=O)Nc4ccccc4)cc3C(=O)N([C@@H](C)CO)C[C@@H]2C)cc1	-2.6	-42.5	106.4	13.9
C[C@H](CO)N1C[C@H](C)[C@H](CN(C)CC2CC2)Oc2cc(-c3ccccc3)ccc2S1(=O)=O	-1.8	-40.4	37.1	.
C[C@H]1CN([C@@H](C)CO)C(=O)Cc2cc(NC(=O)CCCCCC(=O)Nc3ccccc3N)ccc2O[C@@H]1CN(C)Cc1ccc(-c2ccccc2)cc1	-0.7	-48.6	34.6	-9.8
CCC(=O)N1CC[C@@H]2[C@@H](CO)N(C)c3ccc(-c4cccc(F)c4)cc3[C@@H]21	0.2	6.3	27.5	-0.8
C[C@@H]1CN([C@@H](C)CO)S(=O)(=O)c2ccc(C#Cc3ccccn3)cc2O[C@@H]1CN(C)C(=O)C1CC1	-1.2	10.7	34.6	-4.5
C[C@H](CO)N1C[C@H](C)[C@@H](CN(C)C(=O)CC2CC2)Oc2cc(-c3cncnc3)ccc2S1(=O)=O	1.8	22.8	13.1	-5.5

Whole records as entered above. Order of values: KDM4C inh, Pf Dd2 growth, Tcruzi prolif, C diff HTS
Record of C[C@@H]1CN([C@@H](C)CO)S(=O)(=O)c2ccc(C#Cc3ccccn3)cc2O[C@@H]1CN(C)C(=O)C1CC1 = -1.2, 10.7, 34.6, -4.5
Record of C[C@H]1CN([C@@H](C)CO)C(=O)Cc2cc(NC(=O)CCCCCC(=O)Nc3ccccc3N)ccc2O[C@@H]1CN(C)Cc1ccc(-c2ccccc2)cc1 = -0.7, -48.6, 34.6, -9.8
Record of O=C(C[C@@H]1C[C@H]2c3cc(NC(=O)Nc4ccc(C(F)(F)F)cc4)ccc3O[C@H]2[C@@H](CO)O1)NCc1ccc(Cl)cc1 = -0.2, -3.6, ?, .

The list goes on.
SMILES	KDM4C inh	Pf Dd2 growth	Tcruzi prolif	C diff HTS
COc1ccc(NC(=O)N(C)C[C@@H]2OCCCC[C@@H](C)Oc3ccc(NC(=O)NC(C)C)cc3C(=O)N([C@H](C)CO)C[C@H]2C)cc1	-0.5	-68.9	-8.0	-3.3
C[C@H]1CN([C@@H](C)CO)C(=O)c2cc(NS(=O)(=O)c3ccccc3)ccc2O[C@H]1CN(C)C(=O)Nc1cccc2ccccc12	-1.9	-29.4	12.0	-4.2
COc1ccc(-c2ccc([C@H]3[C@H]4CN(C(=O)Cc5ccccn5)CC(=O)N4[C@H]3CO)cc2)cc1	0.5	18.4	.	-0.7
Cc1ccccc1S(=O)(=O)N1C[C@@H]2[C@H](c3ccccc31)[C@@H](CO)N2C(=O)CC1CC1	-0.8	-33.4	-22.7	-0.3
CN(C)C(=O)C[C@@H]1C[C@H]2c3cc(NC(=O)NC4CCCC4)ccc3O[C@H]2[C@H](CO)O1	0.9	18.2	-14.5	-1.1
C[C@H](CO)N1C[C@H](C)[C@@H](CN(C)C(=O)Nc2cc(F)ccc2F)Oc2cc(C#CC3CCCC3)ccc2S1(=O)=O	.	-1.7	.	0.4
CO[C@@H]1CN(C)C(=O)c2cc(NC(=O)c3ccccc3F)ccc2OC[C@H](C)N(CC2CCOCC2)C[C@H]1C	1.6	-25.7	-35.0	.
C[C@H]1CN([C@@H](C)CO)C(=O)c2c(c3ccccc3n2C)-c2ccccc2CO[C@H]1CN(C)C(=O)Nc1ccccc1C(F)(F)F	-4.0	-84.4*	.	-0.1
C[C@H]1CN([C@@H](C)CO)C(=O)Cc2cc(NC(=O)NC3CCCCC3)ccc2O[C@@H]1CN(C)Cc1ccc(C(=O)O)cc1	0.0	4.8	-29.5	0.7
C[C@H]1CN([C@@H](C)CO)C(=O)c2cccc(NC(=O)C3CCOCC3)c2O[C@H]1CN(C)Cc1ccc(C(=O)Nc2ccccc2N)cc1	13.7	4.3	83.3	-2.4
CO[C@@H](CN(C)S(=O)(=O)c1ccc(C)cc1)[C@H](C)CN([C@H](C)CO)S(=O)(=O)c1cccc(Cl)c1	-0.4	-12.9	-170.6	.
CCCNC(=O)[C@H]1[C@H](CO)[C@H]2Cn3c(ccc(-c4ccc(C(=O)N(C)C)cc4)c3=O)[C@H]2N1CCC	7.8	8.1	48.3	-0.1
C[C@H]1CCCCO[C@@H](CN(C)C(=O)Nc2ccc(C(F)(F)F)cc2)[C@@H](C)CN([C@@H](C)CO)C(=O)c2cc(NS(=O)(=O)c3ccccc3)ccc2O1	0.7	-50.7	?	1.9
COc1ccc(S(=O)(=O)N(C)C[C@H]2OCCCC[C@@H](C)Oc3ccc(NS(=O)(=O)c4ccc(F)cc4)cc3C(=O)N([C@@H](C)CO)C[C@H]2C)cc1	0.8	-51.3	100.4*	6.0
Cc1cccc(S(=O)(=O)N[C@H]2CC[C@H](CCNC(=O)c3cnccn3)O[C@@H]2CO)c1	-0.8	26.2	15.4	.
O=C(Cc1ccccc1)N[C@@H]1C=C[C@H](CC(=O)N2CCCCC2)O[C@H]1CO	-0.1	-7.7	-53.4	1.5
O=C(C[C@@H]1C[C@H]2c3cc(NC(=O)C4CCOCC4)ccc3O[C@H]2[C@H](CO)O1)NCc1ccc(Oc2ccccc2)cc1	-0.2	-67.7	142.0*	.
COc1ccc(S(=O)(=O)Nc2ccc3c(c2)C(=O)N([C@H](C)CO)C[C@@H](C)[C@H](CN(C)C)OCCCC[C@@H](C)O3)cc1	14.4	6.3	54.4	-1.6
O=C(CC1CC1)Nc1ccc2c(c1)[C@@H]1C[C@@H](CC(=O)NC3CCCC3)O[C@H](CO)[C@@H]1O2	-2.0	9.4	-9.9	.
COc1ccc(S(=O)(=O)N(C)C[C@@H]2Oc3ccc(NC(=O)Nc4c(C)noc4C)cc3C(=O)N([C@H](C)CO)C[C@H]2C)cc1	0.7	14.9	43.3	2.6
Cc1ccc(-c2ccc3c(c2)O[C@@H](CN(C)C(=O)C2CCC2)[C@H](C)CN([C@@H](C)CO)S3(=O)=O)cc1	22.6	-55.8	69.6	-11.5
O=C(Nc1ccc(Cl)cc1)N[C@H]1CC[C@H](CCNC(=O)c2cc(Cl)cc(Cl)c2)O[C@@H]1CO	0.4	31.2	.	10.4
CC(=O)N(C)C[C@H]1Oc2ncc(-c3cccnc3)cc2C(=O)N([C@@H](C)CO)C[C@H]1C	1.1	38.5	88.2	-4.6
CNC[C@H]1Oc2c(NC(=O)Nc3ccc(OC)cc3)cccc2C(=O)N([C@@H](C)CO)C[C@H]1C	0.6	-39.7	19.6	0.3
CCCc1cn(CC[C@H]2CC[C@H](NC(=O)CCN3CCCCC3)[C@H](CO)O2)nn1	1.1	-6.4	.	-0.4
COCC(=O)Nc1ccc2c(c1)C(=O)N(C)C[C@@H](OC)[C@H](C)CN(C(=O)c1cnccn1)[C@H](C)CO2	0.2	9.9	-0.6	-2.1
COc1cccc(S(=O)(=O)N[C@@H]2CC[C@H](CC(=O)NCc3ccc(F)cc3)O[C@H]2CO)c1	2.5	-9.6	36.5	-8.8
O=C(N[C@H]1CC[C@H](CCn2cc(C3(O)CCCC3)nn2)O[C@@H]1CO)C1CCCCC1	2.4	12.7	-52.3	-0.7
O=C(C[C@@H]1CC[C@@H]2[C@H](COC[C@H](O)CN2S(=O)(=O)c2ccc(F)cc2)O1)NCc1ccc(Cl)c(Cl)c1	1.3	-12.2	54.2	-13.8
C[C@@H]1CCCCO[C@@H](CN(C)S(=O)(=O)c2ccc(F)cc2)[C@@H](C)CN([C@@H](C)CO)C(=O)c2cc(NS(=O)(=O)c3ccc(F)cc3)ccc2O1	-1.1	-69.7	72.1	0.6
O=C(Nc1ccc(F)cc1)N1CC(=O)N2[C@H](C1)[C@@H](c1ccc(C#CC3CC3)cc1)[C@@H]2CO	0.5	-2.2	.	-8.5
O=C(C[C@H]1C[C@H]2c3cc(NC(=O)Nc4ccc(C(F)(F)F)cc4)ccc3O[C@H]2[C@H](CO)O1)NCC1CC1	3.2	5.3	.	3.3
Cc1ccccc1-c1ccccc1[C@H]1[C@@H](CO)N(C(=O)c2cccc(F)c2)[C@H]1C#N	-2.6	-15.1	.	2.0
Cc1cccc(S(=O)(=O)N(C)C[C@H]2OCc3cn(nn3)CCCC(=O)N([C@@H](C)CO)C[C@H]2C)c1	-0.2	-12.6	-17.4	.
CC(C)NC(=O)N1CCCCN2[C@H](CO)[C@H](c3ccc(C#C[C@@H](C)O)cc3)[C@H]2C1	2.1	31.4	9.0	-1.1
N#Cc1ccc(-c2ccc(C3[C@@H]4CN(C(=O)C5CC5)C[C@H]3N4)cc2)cc1 (stereo partly specified)	-1.7	-88.1*!	.	-11.2

Entries listed so far marked active in Pf Dd2 growth:
Molecule	KDM4C inh	Pf Dd2 growth	C diff HTS
C[C@H]1CN([C@@H](C)CO)C(=O)c2c(c3ccccc3n2C)-c2ccccc2CO[C@H]1CN(C)C(=O)Nc1ccccc1C(F)(F)F	-4.0	-84.4*	-0.1
N#Cc1ccc(-c2ccc(C3[C@@H]4CN(C(=O)C5CC5)C[C@H]3N4)cc2)cc1 (stereo partly specified)	-1.7	-88.1*!	-11.2

(cont.)
SMILES	KDM4C inh	Pf Dd2 growth	Tcruzi prolif	C diff HTS
CN1c2ccc(-c3ccccc3)cc2[C@@H]2[C@@H](CCN2C(=O)c2ccccc2)[C@@H]1CO	-0.7	-49.9	48.4	10.6
CNC[C@@H]1Oc2ccc(NC(=O)Cc3cn(C)c4ccccc34)cc2C(=O)N([C@@H](C)CO)C[C@H]1C	8.7	11.1	27.7	-3.0
Cc1cc(C(=O)Nc2ccc3c(c2)C(=O)N(C)[C@H]2CC[C@H](CC(=O)NCc4ccc(-c5ccccc5)cc4)O[C@H]2CO3)no1	-0.9	.	91.2	-3.3
CN1CCN(C(=O)C[C@@H]2CC[C@H]3[C@@H](COc4ccc(NC(=O)c5cccs5)cc4C(=O)N3C)O2)CC1	-1.4	4.4	15.5	-5.1
COc1ccc(C(=O)N2C[C@H]3[C@@H](c4ccccc42)[C@@H](CO)N3Cc2ccc3c(c2)OCO3)cc1	1.7	-18.4	8.3	3.2
C[C@H]1CN([C@@H](C)CO)C(=O)c2cc(C#CC3CCCCC3)cnc2O[C@H]1CN(C)Cc1cncnc1	-1.9	-18.1	56.9	1.4
Cc1noc(C)c1NC(=O)N(C)C[C@@H]1Oc2ncc(C3=CCCC3)cc2C(=O)N([C@H](C)CO)C[C@@H]1C	5.2	0.7	-4.7	-1.0
O=C(C[C@@H]1C[C@@H]2c3cc(NC(=O)Cc4ccncc4)ccc3O[C@@H]2[C@H](CO)O1)NCc1ccc2c(c1)OCO2	-3.3	7.6	.	-2.7
CN(C)CC#Cc1ccc([C@H]2[C@@H](CO)N3CCCCN(C(=O)CN(C)C)C[C@@H]23)cc1	3.1	-0.5	-4.8	1.9
C[C@@H]1CN([C@@H](C)CO)S(=O)(=O)c2ccc(-c3ccc(C(=O)N(C)C)cc3)cc2O[C@H]1CN(C)C(=O)C1CCOCC1	-1.0	-6.2	42.6	0.3
COc1ccccc1CN1CC[C@@H]2[C@H](CO)Nc3ccc(-c4cccc(C(=O)N(C)C)c4)cc3[C@@H]21	-1.2	-47.2	89.7	50.3
CCCNC(=O)[C@@H]1[C@@H](CO)[C@@H]2Cn3c(cccc3=O)[C@@H]2N1C(=O)CC1CC1	0.5	17.6	80.5	-0.1
CCC(=O)N1[C@@H](CO)[C@@H](c2ccccc2)C12CN(Cc1cc(F)ccc1F)C2	-0.7	-25.2	.	8.9
COc1ccc(S(=O)(=O)Nc2cccc3c2O[C@H](CN(C)S(=O)(=O)c2ccccc2)[C@H](C)CN([C@H](C)CO)C3=O)cc1	-2.2	9.2	47.7	-6.9
C[C@H](CO)N1C[C@H](C)[C@@H](CN(C)Cc2ccccc2F)Oc2cc(C3=CCCCC3)ccc2S1(=O)=O	0.0	-50.1	.	20.8

Screening results: PubChem BioAssay, Broad Institute
